Compound activity from PubChem BioAssay.
ALOX12 inh = ALOX12 (human) lipoxygenase inhibition; purified 12hLO, xylenol orange hydroperoxide absorbance; Potency, µM (highest dose often 108 µM), without a hit: at the highest dose activity change, negative = inhibition, usual class: inhibitors; 580,000 tested, 1.1% active; AID 1671190; active means well fitted inhibition curve with a large enough effect; inconclusive means small, poorly fitted or top-dose-only effect, or another doubt; inactive means no such curve, though single readings can be large or run the other way; further: potency means the concentration at half of the fitted maximal effect
Target sequence (P18054 whole entry, looked up): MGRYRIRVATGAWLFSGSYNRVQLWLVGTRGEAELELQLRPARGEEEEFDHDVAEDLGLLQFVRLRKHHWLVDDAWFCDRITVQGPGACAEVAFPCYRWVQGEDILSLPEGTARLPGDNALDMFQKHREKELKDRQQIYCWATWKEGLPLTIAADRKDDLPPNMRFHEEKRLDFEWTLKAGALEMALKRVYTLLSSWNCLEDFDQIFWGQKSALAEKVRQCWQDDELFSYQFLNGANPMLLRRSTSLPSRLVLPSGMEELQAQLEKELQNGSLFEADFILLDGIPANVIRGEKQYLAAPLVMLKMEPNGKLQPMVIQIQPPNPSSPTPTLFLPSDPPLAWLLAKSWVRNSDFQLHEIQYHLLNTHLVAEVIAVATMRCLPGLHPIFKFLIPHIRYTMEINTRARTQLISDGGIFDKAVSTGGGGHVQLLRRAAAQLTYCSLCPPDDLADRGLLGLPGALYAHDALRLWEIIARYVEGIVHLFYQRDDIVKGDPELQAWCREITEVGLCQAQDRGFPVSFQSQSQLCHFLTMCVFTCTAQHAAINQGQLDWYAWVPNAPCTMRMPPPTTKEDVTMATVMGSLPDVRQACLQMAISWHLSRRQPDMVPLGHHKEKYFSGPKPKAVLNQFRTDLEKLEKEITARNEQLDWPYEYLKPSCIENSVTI
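Purified human 12hLO at 150 nM in 25 mM Hepes, 0.01% Triton X-100, pH 7.0, preincubated 15 min at room temperature with compound. Reaction started with 40 uM arachidonic acid, 30 min at room temperature. Hydroperoxide measured by Fe-xylenol orange, 573/405 nm absorbance ratio.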
LDHA block = blocks human lactate dehydrogenase A; AID 1347041; activity change, % (values are at about 110 or 230 µM); 480,000 tested, 0.15% active; P00338; purified LDHA, NADH/diaphorase-resazurin fluorescence; hits give low values; in the data active means activity change below about -30%; inconclusive means mostly about -25% to -30%;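 further: plate controls were DMSO wells for no effect and wells without enzyme for full effect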
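Remaining NADH was detected by diaphorase (0.133 mg/mL) converting 37 µM resazurin to fluorescent resorufin, read at 0 and 20 minutes. The preceding 5-minute room-temperature reaction used 2 nM LDHA, 0.2 mM sodium pyruvate and 0.06 mM NADH at pH 7.4.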
The depositor's hits bear a star; ? = inconclusive; · = no result given; & = joins results of further samples; [ ] = remark or other dose. Unless noted, on the % scale 0 is the no-effect control and ±100 the full control effect. This is a subset. The share of hits here may be higher or lower than overall.

Sample of the layout, 3 compounds:
Below each compound: ALOX12 inh | LDHA block
- O=C(NCC(F)(F)F)[C@H]1O[C@@H](n2ccc(=O)[nH]c2=O)[C@H](O)[C@@H]1O
    -16% | -1
- O=C1C(Nc2ccc3c(c2)OCCO3)=CC(c2ccccc2)N1c1ccc2c(c1)OCCO2 (stereo unspecified)
    ? | -23
- CC1(C(=O)NCc2ccc(F)c(F)c2)Cc2c(-c3ccc4c(c3)OCO4)ccnc2O1 (stereo unspecified)
    -4% | -1

The list itself, from the start:
Below each compound: ALOX12 inh | LDHA block
- O=C(NCC(F)(F)F)[C@H]1O[C@@H](n2ccc(=O)[nH]c2=O)[C@H](O)[C@@H]1O
    -16% | -1
- O=C1C(Nc2ccc3c(c2)OCCO3)=CC(c2ccccc2)N1c1ccc2c(c1)OCCO2 (stereo unspecified)
    ? | -23
- CC1(C(=O)NCc2ccc(F)c(F)c2)Cc2c(-c3ccc4c(c3)OCO4)ccnc2O1 (stereo unspecified)
    -4% | -1
- CC(=O)c1ccc2c(c1)Cc1ccccc1-2
    15% | 5
- CCc1nc2ccc(C(=O)NCC(F)(F)F)cc2nc1CC
    2% | 5
- C=CCNc1ncnc2c1ncn2[C@H]1CN(Cc2cc(OC)c(OC)c(OC)c2)C[C@@H](CO)O1
    -9% | -3
- N#Cc1ccc(C(=O)N2CC=C(c3c[nH]c4ccccc34)CC2)cc1
    ? | 5
- c1ccc2oc(CSc3ccc4c(c3)OCCCO4)nc2c1
    4% | 12
- COC(=O)Cn1c2ccccc2c(=O)n1C(C)CBr (stereo unspecified)
    -17% | -1
- Cc1cc(=O)[nH]c(-n2nc(C)cc2NC(=O)c2cc(Br)ccc2Cl)n1
    -29% | -17
- CSc1nnc2c(n1)OC(C)N(C(C)=O)c1ccccc1-2 (stereo unspecified)
    38%[activator] | 8
- COc1ccc2ncc(C(=O)c3ccc(C)c(C)c3)c(N3CCOCC3)c2c1
    ? | 3
- CN(c1ncnc2scc(-c3ccc(Cl)cc3)c12)C1CCS(=O)(=O)C1 (stereo unspecified)
    3% | 2
- Cc1cc(C)c(NC(=O)CNS(=O)(=O)c2cccc3cc(C)cnc23)c(C)c1
    ? | -2
- CC1CCCCC1NC(=O)c1ccc(-c2ccccc2)cc1 (stereo unspecified)
    2% | -1
- O=C(Cc1c[nH]c2ccccc12)NCCc1ccc(F)cc1
    -60% | 9
- CCN1CCN(c2nc3c(c(=O)n(C)c(=O)n3C)n2Cc2ccc(Br)cc2)CC1
    2% | 10
- C#CCN1CCN(CCOc2ccccc2)CC1
    0% | -2
- CCc1ccc(OCCNC(=S)NC2CC2)cc1
    ? | 3
- CC(C)(C(=O)O)N1CCOCC1
    ? | 4
- C[C@@H](NC(=O)[C@@H]1CCCN1C(=O)[C@@H]1CCCN1C(=O)c1cccc2ccccc12)c1ccccc1
    -16% | 1
- COc1cc(OC)c(NC(=O)NCC(=O)N2CCc3ccccc32)cc1Cl
    -25% | -10
- COc1ccc(/C=C(/C#N)C(=O)OCc2c(Cl)cccc2Cl)cc1
    50%[activator] | 4
- COc1ccc2cnn(CC(=O)Nc3ccccc3F)c(=O)c2c1OC
    3% | -9
- Cc1ccc(C(=O)N2CCN(c3oc(C4CC4)nc3C#N)CC2)cn1
    36% | 2
- CC1CCCCC1NC(=O)C1CCC1 (stereo unspecified)
    -18% | -4
- Cc1ccc(N/N=C/c2ccc(F)cc2F)cc1Cl
    10% | 11
- COc1ccc(C(O)c2ncc(-c3ccccc3C)[nH]2)cc1F (stereo unspecified)
    11% | 0
- Cc1nc(C)c(CCC(=O)Nc2ccccc2Cl)c(=O)[nH]1
    -24% | -1
- CCN(CC)S(=O)(=O)c1ccc(C)c(NC(=S)Nc2ccc(F)c(F)c2F)c1
    ? | 10
- O=C(OCC(=O)N1CCCC1=O)c1cc(-c2cccs2)nc2ccccc12
    ? | -1
- COC(=O)[C@H](C)NC(=O)c1ccc(F)cc1-n1cnnn1
    · | 5
- CCC(C)(NCc1ccccc1)c1nnnn1-c1ccccc1C (stereo unspecified)
    ? | 8
- O=C(CSc1nc2[nH]ncc2c(=O)n1-c1ccc(F)c(F)c1)N1CCc2ccccc21
    -4% | -5
- Cc1ccccc1C(=O)Oc1ccc2c(=O)c(-c3ccccc3)coc2c1
    ? | -10
- CCOC(=O)C1=C(C)N=c2sc(=Cc3cc(Cl)c(OCC(=O)O)c(OC)c3)c(=O)n2C1c1ccccc1Cl (stereo unspecified)
    ? | 1
- Cc1ccc2c(=O)cc(C(=O)NCC(c3ccco3)N3CCCC3)oc2c1C (stereo unspecified)
    124%[activator] | 14
- CCCCc1c(-c2cccc(F)c2)ncn1CCc1ccccc1OC
    ? | 2
- NC(=O)c1ccc(O)cc1
    14% | -6
- COCCNC(=O)c1cccc2c(-c3ccnn3C)coc12
    -12% | -7
- COc1cccc(C(CNC(=O)C2CCN(S(=O)(=O)c3ccc(C)c(C)c3)CC2)N(C)C)c1 (stereo unspecified)
    ? | -2
- COC(=O)/C=C(/SCc1ccccc1)c1ccccc1
    ? | 0
- CCOCCC(=O)Nc1ccc2c(c1)c(=O)n(C)n2Cc1cccc(C(F)(F)F)c1
    -2% | -3
- Cc1ccc(SC(C)C(=O)Nc2ccc(OCc3ccccc3)cc2)cc1 (stereo unspecified)
    -26% | 8
- CC(C)N1CCC(C)(C(=O)Nc2ccccc2Oc2ccccc2)C1 (stereo unspecified)
    -4% | -6
- Cc1csc(NC(=O)c2nc(C)n(-c3ccc(F)cc3)n2)n1
    -19% | 15
- CSc1ccccc1NCC(=O)N1CCNC1=O
    ? | 1
- CCc1c(C)sc(NC(=O)c2cccnc2)c1C#N
    ? | -1
- COc1ccc(S(=O)(=O)Oc2ccc3oc(=O)c(-c4ccccc4)c(C)c3c2)cc1
    25% | 3
- CC(C)c1nc(N2CCN(C(=O)C(=O)N3CCCC3)CC2)c(C#N)c2c1CCCC2
    12% | 9

Some of these compounds in order of their number in ALOX12 inh, ascending.
Below each compound: ALOX12 inh | LDHA block
- Cc1ccc(SC(C)C(=O)Nc2ccc(OCc3ccccc3)cc2)cc1 (stereo unspecified)
    -26% | 8
- CC(C)N1CCC(C)(C(=O)Nc2ccccc2Oc2ccccc2)C1 (stereo unspecified)
    -4% | -6
- CC(C)c1nc(N2CCN(C(=O)C(=O)N3CCCC3)CC2)c(C#N)c2c1CCCC2
    12% | 9
- COc1ccc(S(=O)(=O)Oc2ccc3oc(=O)c(-c4ccccc4)c(C)c3c2)cc1
    25% | 3

New compounds follow.
Below each compound: ALOX12 inh | LDHA block
- Cc1noc(C)c1S(=O)(=O)NC(=O)C1(C)CCN1C(=O)c1ccc(C2CCCCC2)cc1 (stereo unspecified)
    -17% | -5
- Cc1c(C(=O)NCCC#N)sc(=O)n1Cc1ccc(C(=O)N(C)C)cc1
    18% | -3
- CC(C)Cc1ccc(C(Nc2ccc3nnnn3n2)c2cccs2)cc1 (stereo unspecified)
    ? | 7
- CCn1nc(C(=O)OCc2ccc(C(=O)OC)cc2)c2ccccc2c1=O
    7% | -5
- COc1ccc(C(C(=O)NC2CCCC2)n2c(Cc3cc(F)cc(F)c3)nc3ccccc32)cc1 (stereo unspecified)
    18% | -3
- CC(C)(C)C1CCC(C(=O)N/N=C/c2ccc(Cl)s2)CC1 (stereo unspecified)
    ? | -3
- CN(CC(=O)NCc1ccco1)C(=O)CSc1nc2ccccc2o1
    -18% | -1
- Cc1cc(C)c(S(=O)(=O)N2CCN(Cc3coc(-c4cccs4)n3)CC2)c(C)c1
    4% | 3
- CC(C)NC(=O)C(C#N)C(=O)c1cccc(NC(=O)NC2CC2)c1 (stereo unspecified)
    -47% | -5
- COc1cc(C2CC(=O)Nc3c2sc(C(=O)O)c3-c2ccc(F)cc2)cc(OC)c1OC (stereo unspecified)
    -15% | 7
- CCCCCn1nc(C(=O)Nc2ccccc2Cl)c2ccccc2c1=O
    -15% | -1
- O=S1(=O)C[C@@H](N2CCN(CCO)CC2)[C@H](COCc2ccccc2)N1
    -8% | 2
- O=S(=O)(c1ccc(-c2csc(Nc3ccccc3)n2)cc1)N1CCOCC1
    -7% | -5
- CCc1nc2ccc(C(=O)N(CC)CCN(C)C)cn2c1N(CC)CCOC
    -1% | 3
- Cc1ccc(C(=O)Nc2ncn(CC(=O)NCc3ccc(F)cc3)n2)cc1
    30%[activator] | 13
- COc1cc(CN(CC(=O)NC(=O)NCC(C)C)C2CC2)ccc1OC(F)F
    23% | -6
- CC(=O)Nc1ccc(-c2csc(NC(C)(C)C)n2)c(F)c1
    11µM* | 6
- CCC(c1nnnn1-c1ccc2c(c1)OCCO2)N1CCN(c2ncccc2C(F)(F)F)CC1 (stereo unspecified)
    1%&-53% | 1&-2
- CC(C)n1nc(C(=O)OCc2nc(N)nc(Nc3ccccc3)n2)c2ccccc2c1=O
    -4% | 0
- CCOc1ccccc1NC(=O)Cc1c(C)[nH]n(-c2nc(-c3ccccc3)cs2)c1=O
    1% | -43*
- O=C(COC(=O)c1ccc(-c2ccccc2)cc1C(=O)OCC(=O)c1ccccc1)c1ccccc1
    -48% | 3
- COc1cc(-c2ccc(C)cc2)nc2ccc(C(=O)NCC(C)O)cc12 (stereo unspecified)
    35% | -2
- CCOc1cccc2cc(-c3csc(Nc4ccc(OC)cc4OC)n3)c(=O)oc12
    ? | 3
- O=C(Nc1cccc(CN2CCOC2=O)c1)N1CCOCC1
    0% | -11
- CC(=O)Nc1ccc(NC(=O)C(C)Sc2nc3ccc(Cl)cc3c(=O)n2CC(C)C)cc1 (stereo unspecified)
    3% | -2
- CCOC(=O)N1CCN(c2nc(C)c3c(n2)CC(c2ccc(Cl)cc2)CC3=O)CC1 (stereo unspecified)
    -11% | -4
- CC(C)NC(=O)c1cn(-c2ccccc2)nc1-c1cccnc1
    9% | 4
- CN[C@@H](CO)C(=O)NC[C@H]1O[C@@H](n2cnc3c(=O)[nH]c(N)nc32)[C@H](O)[C@@H]1O
    ? | -1
- COc1ccc(S(=O)(=O)c2c(C)c(C)n(CC(C)C)c2NC(=O)C2CCCO2)cc1 (stereo unspecified)
    -15% | 3
- COc1ccccc1C(CNC(=O)CCc1nc(-c2ccsc2)no1)N1CCCC1 (stereo unspecified)
    8% | -10
- Cc1ccccc1-n1nnnc1C(C)(C)NCc1ccccc1
    17% | 15
- O=C(NCc1ccccc1)C(c1ccco1)N1CCN(C(=O)C2CCCO2)CC1 (stereo unspecified)
    -16% | 5
- O=C1CCCC2=C1C(c1ccccc1)CC(=O)N2c1ccccc1F (stereo unspecified)
    ? | 3
- O=C(NC1CCCC1)c1sc2ccccc2c1Cl
    -24% | 0
- COc1ccc(C(=O)Cc2ccccc2OC(=O)c2ccccc2)cc1
    13% | 4
- COc1cc(NC(=O)Cn2c(SCc3cccc(C)c3)nc3ccncc32)cc(OC)c1
    ? | 6
- CCOC(=O)c1oc2cc(OC(=O)c3cccc(OC)c3)ccc2c(=O)c1-c1ccc(OC)cc1
    13% | -2
- O=C(O)c1ccc(N2CCOCC2)nc1
    -1% | 10
- CCCCNC(=O)COC(=O)c1cc(-c2cccs2)nc2ccccc12
    -2% | -6
- CS(=O)(=O)c1ccc(NC(=O)C(c2ccccc2)c2ccccc2)cc1
    -23% | 3
- CC(C)NC(=O)NC(=O)CSc1nc2ccccc2c(=O)n1C1CC1
    ? | -2
- Cc1nn(C)c2nc(OC(C)C(=O)Nc3ccccc3F)cc(-c3ccccc3)c12 (stereo unspecified)
    0% | -6
- Cc1ccc2c(-c3oc4ccccc4c3NC(=O)C3CC3)cc(=O)oc2c1C
    ? | 8
- CC(=O)NC(Cc1c[nH]c2ccccc12)C(=O)N1CCC1 (stereo unspecified)
    7% | -6
- COc1ccccc1/C=C/C=C1\Oc2cc(OS(=O)(=O)c3ccccc3)ccc2C1=O
    ? | 19
- c1ccc2c(NC3C4CC5CC(C4)CC3C5)nc(N3CCCCC3)nc2c1 (stereo unspecified)
    ? | -3
- O=C(NCC1CC2c3ccccc3C1c1ccccc12)c1ccc[n+]([O-])c1 (stereo unspecified)
    -2% | -15
- CC(=O)c1cccc(NC(=O)CC(C)(C(=O)O)c2ccccc2)c1 (stereo unspecified)
    -20% | -9
- Cc1cc(Br)cn2c(Cc3ccccc3)c(C3CCCCC3)nc12
    -47% | 5
- CC(C)C(C)NC(=O)CCn1cnc2c1c(=O)n(C)c(=O)n2C (stereo unspecified)
    -13% | -4

Carrying on:
Below each compound: ALOX12 inh | LDHA block
- CSc1ccc(/C=C/C(=O)Nc2ccccc2Cc2ccccc2)cc1
    11% | 4
- CCn1nc(C(=O)N2CC(C(N)=O)Oc3ccccc32)c2ccccc2c1=O (stereo unspecified)
    -1% | 1
- N#Cc1nc(-c2ccccc2F)oc1N1CCCCCC1
    ? | -4
- CCn1cc(S(=O)(=O)N2CCN(c3ccc(C(C)=O)cc3)CC2)cn1
    12% | -11
- Cc1cc(C)n(-c2nc3c(c(=O)n(CCc4ccccc4)c(=O)n3C)n2CCC(C)C)n1
    27% | 16
- COc1ccc(NC(=O)Cc2nc(-c3ccccc3)oc2C)cc1OC
    24% | 4
- C=CCN(Cc1cccs1)C(=O)COC
    -1% | -5
